ERG-DNA inh = qHTS for Small Molecule Inhibitors of the ERG Ets/DNA interaction. Transcriptional regulator ERG (Homo sapiens), P11308. fluorescence polarization, His-ERG Ets domain / labelled DNA. Potency, µM (series often up to 76.9 µM), for the others: at the highest dose FP activity, negative = inhibition, hits mostly inhibitors. hit rate 0.028% among 370,000. AID 624246, 2012; active means well fitted inhibition curve with a large enough effect in the polarisation, with a control signal flat; inconclusive means small, poorly fitted or top-dose-only effect, or effect the other way, or a change in a side signal; inactive means no such curve, though single readings can be large or run the other way; the % refers to the polarisation;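 further: polarization taken with two DNA probes labelled with fluorescein and Texas red; potency means the concentration at half of the fitted maximal effect; % of control where 0% means no effect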
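His-tagged ERG Ets domain (1 uM in the protein solution; 300mM KCl, 50mM Tris-HCl, 1mM EDTA, 1mM DTT, pH 7.5) received compound, then a probe mix of 5 nM fluorescein-DNA and 100nM Texas-615-DNA. Fluorescence polarization was read for both dyes.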
Glioma ERSR ind = qHTS for Inducers of the Endoplasmic Reticulum Stress Response (ERSR) in Human Glioma: qHTS; Potency, µM, for inactives: at the highest dose activation, most hits filed as activators; U87-MG GRP78 promoter luciferase reporter, 16 h; hit rate 0.02% among 420,000; AID 602332, 2012; further: potency means the concentration at half of the fitted maximal effect; series mostly up to about 76 µM; % of control where 0% means no effect; nearly all actives have a fitted effect of over 35% in size
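ERSR induction read as luciferase luminescence (Bright-Glo, 10 min at room temperature) in stably transfected human U87-MG glioma cells exposed to compounds for 16 h, using GRP78 as sensor.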
LDHA inh = qHTS assay for inhibitors of human lactate dehydrogenase; L-lactate dehydrogenase A chain (Homo sapiens), P00338; purified LDHA, NADH/diaphorase-resazurin fluorescence; stronger effect = lower value; activity change, % (values are at about 110 or 230 µM); hit rate 0.15% among 480,000; in the data active means activity change below about -30%; inconclusive means mostly about -25% to -30%;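 further: plate controls were DMSO wells for no effect and wells without enzyme for full effect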
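Enzyme activity of human lactate dehydrogenase 5 (2 nM; 0.06 mM NADH, 0.2 mM pyruvate, 5 min, RT) is measured via a resazurin/diaphorase fluorescence readout of residual NADH.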
ALOX12 inh = Primary qHTS assay for inhibitors of human arachidonate 12S-lipoxygenase (ALOX12): Round 2; Polyunsaturated fatty acid lipoxygenase ALOX12 (Homo sapiens), P18054; purified 12hLO, xylenol orange hydroperoxide absorbance; Potency, µM (top dose mostly 108 µM), inactives show at the highest dose activity change, negative = inhibition, actives largely listed as inhibitors; hit rate 1.1% among 580,000; AID 1671190, 2021; further: potency means the concentration at half of the fitted maximal effect; on the % scale 0 is the no-effect control and ±100 the full control effect
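Purified human 12hLO (150 nM final) in 25 mM Hepes, 0.01% Triton X-100, pH 7.0 was preincubated 15 min at room temperature with compound. Then 40 uM arachidonic acid was added, 30 min. Hydroperoxide was read by Fe-XO absorbance ratio 573/405 nm.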
RGS4 inhibitor = Inhibitors of Regulator of G Protein Signaling (RGS) 4: qHTS; Regulator of G-protein signaling 4 (Homo sapiens), P49798; Transcreener GDP fluorescence polarization, RGS4-accelerated GTP hydrolysis; Potency, µM (doses to about 114 µM), inactives show at the top dose activity change, negative = inhibition, most hits filed as inhibitors; hit rate 0.039% among 390,000; AID 504845, 2011; further: potency means the concentration at half of the fitted maximal effect; on the % scale 0 is the no-effect control and ±100 the full control effect; nearly all actives have a fitted effect of over 75% in size; some results filed as inactive show a strong effect at the top dose
Target sequence (P49798 whole entry, looked up): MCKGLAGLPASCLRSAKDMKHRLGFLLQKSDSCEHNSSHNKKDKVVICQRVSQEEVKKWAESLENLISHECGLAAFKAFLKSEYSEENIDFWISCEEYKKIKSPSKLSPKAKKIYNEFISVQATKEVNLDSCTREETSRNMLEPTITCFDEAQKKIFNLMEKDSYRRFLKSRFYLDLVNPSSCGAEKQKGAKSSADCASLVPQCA
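MLSMR compounds (23 nl, pin-transferred) preincubated 10 min at room temperature with a 500nM (2x) first reagent, then RGS4 at 900nM (2x) plus Transcreener GDP mix added; fluorescence polarization (620/688 nm) read before and after 90 min at 30 °C.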
D2 agonist = HTS Assay for Allosteric Agonists of the Human D2 Dopamine Receptor: Primary Screen for Agonists; D(2) dopamine receptor (Homo sapiens), P14416; HEK293 T-REx D2 cells, calcium flux agonist mode; activation, % at 2 µM; hit rate 0.53% among 340,000;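 active means activation over 3 SD above normal in the single-dose calcium agonist read, cut at about 30% in these data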; further: 0% is about no effect
Target sequence (P14416 whole entry, looked up): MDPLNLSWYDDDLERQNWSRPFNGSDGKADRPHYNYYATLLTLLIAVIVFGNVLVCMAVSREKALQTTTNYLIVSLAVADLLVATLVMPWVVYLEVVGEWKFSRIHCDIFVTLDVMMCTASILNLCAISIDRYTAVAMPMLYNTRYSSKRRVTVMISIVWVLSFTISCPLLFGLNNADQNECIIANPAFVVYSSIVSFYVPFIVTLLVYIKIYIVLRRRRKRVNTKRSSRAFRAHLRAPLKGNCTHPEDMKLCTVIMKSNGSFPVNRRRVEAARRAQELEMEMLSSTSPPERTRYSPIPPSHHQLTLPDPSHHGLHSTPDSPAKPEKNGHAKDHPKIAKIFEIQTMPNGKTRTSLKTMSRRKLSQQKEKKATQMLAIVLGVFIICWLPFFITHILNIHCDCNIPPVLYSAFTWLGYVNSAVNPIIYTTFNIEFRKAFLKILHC
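Agonism is scored from calcium flux in a force-coupled, inducible HEK293 cell line expressing D2, read kinetically for 180 s after compound addition against dopamine controls.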
D2 antag = HTS Assay for Allosteric Antagonists of the Human D2 Dopamine Receptor: Primary Screen for Antagonists. D(2) dopamine receptor (Homo sapiens), P14416. HEK293 TREx D2 cells, calcium flux, dopamine EC80. inhibition, % at 10 µM. hit rate 2% among 340,000. AID 485344, 2010; in the data active means inhibition above about 30%; further: 0% is about no effect
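Overnight-induced (tetracycline, 30 C) HEK293 T-REx cells carrying force-coupled D2 receive a no-wash calcium dye, then compound, then EC80 dopamine at 180 s; signals are read kinetically throughout.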
Vif-APOBEC3F blk = qHTS for Inhibitors of Vif-A3F Interactions: qHTS; HeLa A3F-eYFP + Vif (tagged APOBEC3F with the HIV-1 protein that degrades it), YFP fluorescence increase; Potency, µM (highest dose often 46.1 µM), without a hit: at the top dose activity, negative = active; hit rate 0.2% among 390,000; further: potency means the concentration at half of the fitted maximal effect; % of control where 0% means no effect; nearly all actives have a fitted effect of over 65% in size
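HeLa cells stably expressing Vif plus C-terminally eYFP-tagged A3F were seeded, incubated overnight at 37 deg C, dosed with compound, incubated overnight again at 37 deg C. Yellow fluorescence (Ex 488/Em 500-530) reported blocked Vif-mediated A3F-eYFP degradation.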
Vif-APOBEC3G blk = qHTS for Inhibitors of Vif-A3G Interactions: qHTS. AID 602310, 2012. HeLa A3G-eYFP + Vif (tagged APOBEC3G with the HIV-1 protein that degrades it), YFP fluorescence, overnight. Potency, µM (titrated, usually from 46.1 µM), inactives show at the top dose activity, negative = active, hits mostly inhibitors. DNA dC->dU-editing enzyme APOBEC-3G (Homo sapiens), Q9HC16. hit rate 0.076% among 410,000;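 further: potency means the concentration at half of the fitted maximal effect; on the % scale 0 is the no-effect control and ±100 the full control effect; nearly all actives have a fitted effect of over 60% in size; hits raise eYFP signal because A3G escapes Vif-driven loss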
Target sequence (Q9HC16 whole entry, looked up): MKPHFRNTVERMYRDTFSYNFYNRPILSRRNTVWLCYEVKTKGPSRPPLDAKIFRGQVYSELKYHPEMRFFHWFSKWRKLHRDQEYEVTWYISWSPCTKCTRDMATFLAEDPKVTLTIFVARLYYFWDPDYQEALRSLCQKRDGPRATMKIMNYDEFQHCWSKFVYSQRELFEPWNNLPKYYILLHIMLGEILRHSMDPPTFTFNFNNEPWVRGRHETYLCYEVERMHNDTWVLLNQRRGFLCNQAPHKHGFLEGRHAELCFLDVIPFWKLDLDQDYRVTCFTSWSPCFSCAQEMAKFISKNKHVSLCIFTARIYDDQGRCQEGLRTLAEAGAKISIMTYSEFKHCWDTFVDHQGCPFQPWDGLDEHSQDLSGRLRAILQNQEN
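HeLa cells stably expressing Vif and C-terminally eYFP-tagged A3G, seeded overnight at 37 deg C, then exposed to compound by pintool overnight at 37 deg C. Rise in yellow fluorescence (Ex 488/Em 500-530, Acumen) marks blocked Vif-driven A3G degradation.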
Active calls of the source: *; u = inconclusive; x = no result given; & = joins results of further samples; [ ] = dose if it differs, or a comment. Unless noted, the call rests on the fitted dose curve; in most records, active means well fitted curve in the direction sought with a large enough effect; inconclusive means small, poorly fitted or top-dose-only effect, or another doubt; inactive means no such curve, though single readings can be large; an effect the other way counts as inactive or inconclusive. Only part of the results is shown. The share of hits here may be higher or lower than overall.

entry	SMILES	RGS4 inhibitor	LDHA inh	D2 antag	ERG-DNA inh	D2 agonist	Vif-APOBEC3F blk	Glioma ERSR ind	ALOX12 inh	Vif-APOBEC3G blk
1	Cc1cccc(CN2CCC(n3nccc3NC(=O)CCCc3ccccc3)CC2)n1	-11%	3	1	-7%	0.2	13%	0%	19%	1%
2	CC12CCC(=O)C=C1CCCC2=O (centres undefined)	8%	-14	x	4%	x	-4%	-2%	7%	1%
3	O=C(Nc1nc(-c2ccccn2)cs1)c1ccc(-c2ccccc2F)o1	-19%	-2	3	3%	0.2	u	32µM*	80%	u
4	O=C1NC2(C=Cc3c(ccc4ccccc34)O2)Oc2ccccc21 (centres undefined)	-16%	1	1	1%	-0.1	-8%	2%	x	-16%
5	Cc1cc(=O)[nH]c(N/N=C/CCc2ccccc2)n1	-9%	2	0	-6%	0.4	2%	-1%	u	0%
6	CCCn1nnc(NC(=O)C(C)C)n1	-15%	-4	2	3%	-0.1	-8%	-5%	u	0%
7	CCCOC(=O)c1c(NC(=O)c2nc3ncccn3n2)sc(C(N)=O)c1C	-22%	-1	x	4%	0.4	1%	-3%	-18%	3%
8	CC(C)Cc1cc(C(=O)N2CCN(c3ccc(F)cc3)CC2)no1	-9%	0	3	-4%	1.1	9%	-3%	26%	1%
9	S=C(Nc1ccc(Cl)cc1)NC1CCN(Cc2ccccc2)CC1	21%	1	69*	1%	5.6	-13%	-1%	u	-5%
10	CC(=O)Nc1ccc(NC(=O)CSc2ccc(-c3ccc(-n4ccnc4)cc3)nn2)cc1	u	-5	-7	4%	0.4	4%	-1%	-2%	1%
11	O=C(Nc1cccc(Cl)c1)Nc1nnc(-c2ccncc2)s1	-15%	-19	14	4%	0.5	-25%	-7%	u	1%
12	Cn1c(N)c(C(=O)COC(=O)CCc2nc3ccccc3s2)c(=O)n(C)c1=O	-31%	-3	6	6%	-0.1	13%	-4%	-3%	0%
13	O=c1c2c3c(sc2n2c(=S)[nH]nc2n1-c1ccccc1)CCC3	-7%	-7	-2	7%	-0.5	-13%	3%	5%	2%
14	Cc1ccc(S(=O)(=O)N2CCCC(C(=O)NCc3ccccn3)C2)cc1 (centres undefined)	9%	-5	1	1%	-0.4	-1%	-3%	0%	1%
15	CCOC(=O)c1ccc(NC(=O)c2ccc(=O)n(Cc3cccc(C)c3)c2)cc1	-5%	-19	x	0%	-0.1	-3%	-5%	-15%	0%
16	COc1ccc(NS(=O)(=O)c2cc(NC(=O)CC(=O)c3ccc([N+](=O)[O-])cc3)ccc2C)cc1	-22%	0	14	12%	0.9	-6%	-4%	-4%	-3%
17	CCOC1=C/C(=C/c2c(N)n3nc(-c4ccccc4)sc3nc2=O)C=CC1=O	-13%	8	x	25%	x	8.9µM*	0%	u	-16%
18	O=C1CN(c2ccc(Br)cc2)C(=O)N1CC(=O)N1CCCc2ccccc21	15%	-10	-3	x	1.7	-5%	6%	11%	2%
19	CN(CC(=O)Nc1cccc(C(F)(F)F)c1)S(=O)(=O)c1cccs1	18%	-5	x	-2%	-0.7	-4%	2%	u	2%
20	COc1cc(NS(=O)(=O)c2ccc(C)cc2)ccc1-n1cnnn1	-6%	3	8	x	6.0	5%	0%	7%	1%
21	CN(C)S(=O)(=O)n1cnc(C(CCO)c2ncn(S(=O)(=O)N(C)C)c2CCCO)c1 (centres undefined)	-15%	-1	-18	4%	0.7	7%	-4%	-4%	-3%
22	COc1cccc(CC(NC(C)=O)C(=O)NC2CCN(C(=O)NCc3ccccc3)CC2)c1 (centres undefined)	26%	-8	0	2%	-0.4	-7%	-1%	-8%	0%
23	CCc1c(C)c2ccc(OC(C)C(=O)NC(Cc3c[nH]c4ccc(O)cc34)C(=O)O)c(C)c2oc1=O (centres undefined)	5%	-6	-14	25%	-0.7	3%	-3%	-25%	1%
24	CCN1CCC(Nc2ccnc3cc(Cl)ccc23)CC1	6%[56.9 µM]	-9	16	-4%	2.2	3%	0%	23%	2%
25	COc1ccc(NC(=O)c2ccccc2NC(=O)C2CC=CCC2C(=O)O)cc1 (centres undefined)	-4%	2	-3	-13%	0.5	0%	3%	6%	-14%
26	Cc1ccc(C2CC(=O)c3cnc(N4CCc5ccccc5C4)nc3C2)cc1 (centres undefined)	-8%	-12	10	-7%	0.0	1%	-5%	-21%	-6%
27	NC(=O)c1ccc(NCC2COc3ccccc3O2)c([N+](=O)[O-])c1 (centres undefined)	-19%	-1	-32	8%	3.6	7%	4%	-19%	5%
28	CCN(C(=S)Nc1ccc(Oc2ccccc2)cc1)c1ccccc1	-30%	-3	-6	-1%	0.4	1%	-4%	50µM*	-1%
29	Cc1cc(C)cc(OCC(=O)NCCN2CCOCC2)c1	-27%	0	x	-2%	x	0%	-1%	2%	1%
30	Cc1ccc(C)n1-c1ccc(N(C)C)cc1	-52%	11	11	15%	-0.7	u	-1%	u	-16%
31	CSc1ccc(C2=CC(=O)C[C@H](c3ccc(Cl)cc3)C2)cc1	-3%	-10	12	0%	0.0	4%	3%	-9%	-1%
32	COc1ccc(Oc2c(C)oc3cc(OC(=O)N4CCOCC4)ccc3c2=O)cc1	25%	-1&-6	4	1%	0.3	-5%	-4%	8%&-14%	-1%
33	CSc1ccc(CN2CCN(C(=O)c3ccncc3)CC2)cc1	28%	-11	-12	0%	0.3	27%	-4%	2%	0%
34	O=C(c1ccccc1Cl)N(Cc1ccccc1F)N1C(=O)CCCC1=O	-37%	-4	8	0%	1.0	3%	-1%	20%	2%
35	Cc1nonc1NC(=O)c1oc2ccc(F)cc2c1C	9%	-6	-9	-2%	0.1	-6%	2%	20%	-6%
36	COc1ccc(NC(=O)C2CCN(c3cnccn3)CC2)cc1OC	4%	-9	-1	-4%	-2.0	-13%	-1%	-12%	1%
37	COc1ccc(CCNC(=O)C2CCCN2C(=O)Nc2cccc(OC)c2)cc1 (centres undefined)	14%	-1	10	11%	-1.0	9%	-4%	-2%	-3%
38	COc1ccc(NC(=O)c2ccc3c(c2)n(C)c(=O)n3C)cc1	12%	-7	17	8%	-0.1	0%	2%	u	2%
39	CC(=O)N(c1ccccc1C)c1ccccc1C	13%	1	x	4%	x	1%	-2%	-13%	0%
40	Cc1cc(C)n(CCc2nc3c4ccccc4nc(N4CCN(c5cccc(C)c5C)CC4)n3n2)n1	-7%	-1	x	3%	x	1%	-1%	0%	1%
41	Cc1ccc(SCc2ccc(C(=O)Nc3cc([N+](=O)[O-])ccc3C)cc2)cc1	26%	-9	-7	x	-1.1	-13%	-2%	9%	0%
42	O=C(O)c1cc(Nc2nc(N3CCOCC3)nc(N3CCOCC3)n2)ccc1Cl	-1%	-2	x	-5%	x	-9%	-4%	0%	-2%
43	O=C(COC(=O)c1nc(Cl)ccc1Cl)NNC(=O)c1cccs1	-6%	1	5	7%	-0.7	u	3%	11%	0%

ALOX12 inh, what is marked active above.
item	mol	RGS4 inhibitor	LDHA inh	D2 antag	ERG-DNA inh	Glioma ERSR ind	ALOX12 inh
28	CCN(C(=S)Nc1ccc(Oc2ccccc2)cc1)c1ccccc1	-30%	-3	-6	-1%	-4%	50µM*

From no. 39 up to 43, copied from above:
entry	SMILES	RGS4 inhibitor	LDHA inh	D2 antag	ERG-DNA inh	D2 agonist	Vif-APOBEC3F blk	Glioma ERSR ind	ALOX12 inh	Vif-APOBEC3G blk
39	CC(=O)N(c1ccccc1C)c1ccccc1C	13%	1	x	4%	x	1%	-2%	-13%	0%
40	Cc1cc(C)n(CCc2nc3c4ccccc4nc(N4CCN(c5cccc(C)c5C)CC4)n3n2)n1	-7%	-1	x	3%	x	1%	-1%	0%	1%
41	Cc1ccc(SCc2ccc(C(=O)Nc3cc([N+](=O)[O-])ccc3C)cc2)cc1	26%	-9	-7	x	-1.1	-13%	-2%	9%	0%
42	O=C(O)c1cc(Nc2nc(N3CCOCC3)nc(N3CCOCC3)n2)ccc1Cl	-1%	-2	x	-5%	x	-9%	-4%	0%	-2%
43	O=C(COC(=O)c1nc(Cl)ccc1Cl)NNC(=O)c1cccs1	-6%	1	5	7%	-0.7	u	3%	11%	0%

Bioassay records: PubChem, National Center for Advancing Translational Sciences (NCATS)
